PAD4 FP inh: inhibitors of human PAD4; inhibition, % at 6.36 µM; hit rate 0.41% among 330,000; recombinant PAD4, RCA probe fluorescence polarization; Q9UM07;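 active = percent inhibition above a cutoff equal to the mean of all tested compounds plus 3 SD, cut at about 15% in these data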;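 note: 0% = PAD4 with RCA probe and DMSO and 100% = probe without PAD4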
pPAFAH inh: inhibitors of human plasma PAF acetylhydrolase (pPAFAH). Q13093. recombinant pPAFAH, FP-rhodamine probe fluorescence polarization. inhibition, % at 3.39 µM. hit rate 1.5% among 330,000. AID 463082;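 active = inhibition above the mean inhibition across the screen plus 3 SD, cut at about 25% in these data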;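 note: inhibitors block binding of the rhodamine activity-based probe so polarization drops; 0% = enzyme with DMSO and 100% = wells lacking pPAFAH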
LYPLA2 inh: blocks human lysophospholipase 2, a PME1 counter-screen | hit rate 0.38% among 320,000 | recombinant LYPLA2, FP-Rh probe fluorescence polarization | O95372 | inhibition, % at 5.9 µM;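 active = inhibition above the screen-wide mean plus 3 SD, limit set per campaign, cut at about 26% in these data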;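 note: 0% = LYPLA2 with DMSO and 100% = wells lacking LYPLA2 enzyme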
PAFAH1B2 inh: PAFAH1B2 (human) inhibition. inhibition, % at 3.39 µM. AID 492953. hit rate 1.2% among 340,000. recombinant PAFAH1B2, FP-rhodamine activity probe, fluorescence polarization. P68402;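 active = inhibition above the mean of all tested compounds plus 3 SD, cut at about 24% in these data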;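 note: 0% = enzyme with DMSO and 100% = wells lacking PAFAH1B2; many of its hits are not listed in these tables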
Target sequence (P68402 whole entry, looked up): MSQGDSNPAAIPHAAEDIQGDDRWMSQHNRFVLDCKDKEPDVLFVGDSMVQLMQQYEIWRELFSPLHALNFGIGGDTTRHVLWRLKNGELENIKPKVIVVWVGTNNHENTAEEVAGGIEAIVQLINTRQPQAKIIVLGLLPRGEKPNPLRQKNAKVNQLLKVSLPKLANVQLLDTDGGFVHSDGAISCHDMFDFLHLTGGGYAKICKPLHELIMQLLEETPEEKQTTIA
PAFAH1B3 inh: blocks human PAF acetylhydrolase 1B catalytic subunit 3; Q15102; recombinant PAFAH1B3, FP-rhodamine probe, fluorescence polarization; inhibition, % at 3.39 µM; hit rate 0.28% among 340,000;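 active = inhibition above the screen-wide average of all tested compounds plus 3 SD, cut at about 25% in these data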;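 note: 0% = enzyme with DMSO only and 100% = wells lacking PAFAH1B3 protein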
Target sequence (Q15102 whole entry, looked up): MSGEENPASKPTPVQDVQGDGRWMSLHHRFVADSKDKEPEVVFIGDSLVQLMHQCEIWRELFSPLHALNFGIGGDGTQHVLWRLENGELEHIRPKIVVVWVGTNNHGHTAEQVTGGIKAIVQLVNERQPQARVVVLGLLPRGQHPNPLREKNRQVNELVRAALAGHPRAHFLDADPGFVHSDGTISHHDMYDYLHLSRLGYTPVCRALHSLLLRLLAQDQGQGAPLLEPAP
PAFAH2 FP inh: PAFAH2 (human) inhibition | Q99487 | inhibition, % at 3.39 µM | hit rate 0.99% among 340,000 | recombinant PAFAH2, FP-rhodamine activity probe, fluorescence polarization;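 active = inhibition above the mean over all tested compounds plus 3 SD, cut at about 30% in these data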;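 note: inhibitors block probe labeling of enzyme so polarization drops; 0% = enzyme with DMSO and 100% = wells lacking PAFAH2 protein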
LYPLA1 counter: LYPLA1 (human) inhibition in PME1 counter-screen; O75608; recombinant LYPLA1, FP-Rh probe fluorescence polarization; inhibition, % at 5.9 µM; hit rate 0.16% among 320,000;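 active = inhibition above the mean of all tested compounds plus 3 SD, set per campaign, cut at about 14% in these data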;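 note: inhibitors block serine hydrolase probe labeling of LYPLA1 so polarization falls; 0% = enzyme with DMSO and 100% = wells lacking LYPLA1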
Target sequence (O75608 whole entry, looked up): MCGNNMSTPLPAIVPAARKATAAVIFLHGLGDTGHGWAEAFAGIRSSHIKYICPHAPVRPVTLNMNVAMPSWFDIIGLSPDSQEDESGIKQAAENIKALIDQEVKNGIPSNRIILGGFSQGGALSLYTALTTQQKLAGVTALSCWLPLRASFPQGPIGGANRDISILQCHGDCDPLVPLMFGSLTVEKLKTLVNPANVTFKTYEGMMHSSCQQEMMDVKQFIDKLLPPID
PREPL inh: inhibits the human prolyl oligopeptidase-like enzyme; hit rate 0.68% among 320,000; recombinant PREPL, fluorescence polarization activity-based probe; inhibition, % at 5.96 µM; Q4J6C6; in the data active = inhibition above about 43%;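 note: 0% = enzyme with DMSO and 100% = wells lacking enzyme; many of its hits are not listed in these tables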
GSTO1 counter: counter-screen for RBBP9 inhibitors: inhibitors of human GSTO1; P78417; recombinant GSTO1, activity-based probe fluorescence polarization; inhibition, % at 5.96 µM; hit rate 1.1% among 300,000;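 active = inhibition above the campaign mean inhibition plus 3 SD, cut at about 35% in these data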;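 note: 0% = GSTO1-1 with DMSO and 100% = wells lacking GSTO1-1 enzyme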
Target sequence (P78417 whole entry, looked up): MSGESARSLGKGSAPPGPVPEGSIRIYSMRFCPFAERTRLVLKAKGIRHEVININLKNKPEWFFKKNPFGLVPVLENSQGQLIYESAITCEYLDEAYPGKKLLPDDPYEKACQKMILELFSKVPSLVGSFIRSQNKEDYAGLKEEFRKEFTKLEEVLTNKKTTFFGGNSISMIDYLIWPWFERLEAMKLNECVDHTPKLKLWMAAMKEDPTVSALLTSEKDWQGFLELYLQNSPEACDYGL
The depositor's hits bear a star; · = not tested or not shown. These rows are one share of the data; count on the stated rates, not on these rows.

SMILES	PAD4 FP inh	pPAFAH inh	LYPLA2 inh	PAFAH1B2 inh	PAFAH1B3 inh	PAFAH2 FP inh	LYPLA1 counter	PREPL inh	GSTO1 counter
Cc1ccc(N(C(=O)c2ccc(CN3CCOCC3)o2)C(C(=O)NCCC(C)C)c2cccs2)c(C)c1 (centres undefined)	-3.1	-3.5	-7.2	2.5	-3.9	-0.3	0.4	1.3	-2.0
COc1ccccc1NC(=S)NC1CCCCCCCCCCC1	-1.6	0.4	-19.7	4.4	8.5	7.2	-7.6	5.0	-6.6
COc1cccc(CNC(=O)Cn2c(=O)c3cccn3c3ccccc32)c1	0.4	2.5	5.3	-6.0	3.4	2.0	-2.1	-7.9	5.2
c1cncc(-c2nn3c(Cn4cnc5ccccc54)nnc3s2)c1	0.4	4.5	-5.0	1.5	8.4	1.7	-3.0	-2.5	-0.5
CC(=O)Oc1ccc2nc(CN3C(=O)c4ccc([N+](=O)[O-])cc4C3=O)oc(=O)c2c1	-6.4	8.0	8.4	1.2	2.7	-2.1	8.3	1.1	2.8
O=C(NCCN1CCOCC1)c1cccc(S(=O)(=O)Nc2ccc(F)cc2)c1	-1.3	22.9	-1.9	2.3	5.5	2.2	0.2	-2.1	·
Cc1noc(/C=C/c2ccc(-c3ccccc3Cl)o2)c1[N+](=O)[O-]	0.6	1.2	2.8	-2.0	5.2	-18.1	2.6	-3.9	3.8
Cn1c(=O)c2c(c3ccccc31)OC(C)(C)CC2	2.0	11.6	3.5	-3.1	-2.2	2.6	-0.6	11.6	0.9
Cc1ccc(S(=O)(=O)N(C)c2ccc(OCC(=O)Nc3nc4ccccc4s3)cc2)cc1	-2.6	-15.0	-27.4	-10.4	-18.1	-28.6	-29.2	-0.1	-0.9
COC(=O)c1[nH]c2ccc(C)cc2c1NS(=O)(=O)c1ccc(F)c(C)c1	-4.3	0.4	-5.5	16.5	7.2	-0.2	0.2	11.4	-5.8
CC(Oc1ccc(C(=O)NC2CCCCC2)cc1)C(=O)O (centres undefined)	-1.1	4.1	-3.6	2.1	5.0	1.6	2.2	5.5	6.2
CCN(CC)C(=O)N1CCN(S(=O)(=O)c2ccc(C)c(C)c2)CC1	-3.5	1.6	-1.0	4.0	6.7	-3.7	1.0	4.0	1.6
CCC(NC(=O)c1ccccc1NC(=O)c1ccco1)C(=O)O (centres undefined)	1.8	-0.5	8.4	4.6	-6.6	-5.1	1.0	-3.6	0.5
CCOC(=O)N1CCN(C(=O)Nc2ccc3nccnc3c2)CC1	1.3	3.9	1.1	0.9	9.5	1.5	-3.7	-4.1	3.3
Cn1c(CC(=O)Nc2ccccc2)nnc1SCC(=O)c1ccccc1	-2.6	2.8	-7.4	0.8	2.4	-13.0	-0.2	0.0	0.6
O=C(COC(=O)c1ccc(N2CCCC2=O)cc1)c1ccc(OC(F)F)cc1	-1.0	-3.0	4.8	7.4	3.8	1.6	-1.1	10.0	-4.4
Cc1ccc(C(C)C)cc1OCCn1cncn1	0.2	3.1	4.4	0.1	2.4	-2.5	-4.3	-14.1	-2.5
CCCN(CCC)C(=O)c1ccccc1C(=O)N(CCC)CCC	-4.1	2.6	-0.2	2.9	1.0	-9.9	0.2	2.3	7.5
Cc1c(CCOC(=O)c2ccc([N+](=O)[O-])cc2)sc[n+]1CC(=O)c1ccccc1	-5.3	4.1	10.4	4.6	6.4	-1.4	-2.7	62.8*	0.3
CNC(CC(C)C)C(=O)NC1C(=O)NC(CC(N)=O)C(=O)NC2C(=O)NC3C(=O)NC(C(=O)NC(C(=O)O)c4cc(O)cc(O)c4-c4cc3ccc4O)C(O)c3ccc(c(Cl)c3)Oc3cc2cc(c3OC2OC(CO)C(O)C(O)C2OC2CC(C)(N)C(O)C(C)O2)Oc2ccc(cc2Cl)C1O (centres undefined)	-4.6	2.8	-2.5	2.6	10.8	2.2	-1.2	-8.0	2.6
CC(=O)N(Cc1cc(=O)[nH]c2ccccc12)c1ccccc1C	12.2	4.9	-1.2	-1.8	-3.7	-1.2	-1.8	-10.3	-11.7
O=C1NCCN1C(=O)N(c1ccccc1)c1ccccc1	-2.3	-0.3	2.2	3.8	4.6	-6.8	-3.4	3.1	-3.0
O=C(c1cccc(S(=O)(=O)N2CCOCC2)c1)N(CCc1ccccc1)Cc1ccccc1	-4.6	0.8	3.3	3.9	3.6	8.1	-1.6	33.6	·
CCOc1ccc(S(=O)(=O)NCc2cccs2)cc1	3.3	3.1	1.1	4.6	-2.7	-7.6	-1.0	6.0	0.4
CCCCCn1c(SC(C)C(C)=O)nc2c1c(=O)[nH]c(=O)n2C (centres undefined)	-2.8	-1.7	2.4	5.0	4.5	-0.8	0.7	-3.7	5.3
O=C(c1ccco1)N1CCN(/C(=N/S(=O)(=O)c2cccs2)c2ccccc2Cl)CC1	2.5	1.3	11.4	0.2	8.2	2.8	4.6	4.1	3.1
Cc1c(NC(=O)Nc2ccc(C(C)(C)C)cc2)c(=O)n(-c2ccccc2)n1C	-0.9	-2.5	-8.2	8.7	6.7	-3.6	-4.5	18.2	2.8
O=C(Nc1ccc(C(=O)NCCCN2CCN(c3ccc(F)cc3)CC2)cc1)C1=CSCCO1	-3.9	7.3	4.5	-0.3	-2.9	-3.9	0.3	22.4	5.4
CCCCN(Cc1ccccc1)C(=O)C1CCN(Cc2sccc2C)CC1	-3.6	1.2	-5.9	5.4	2.0	-0.6	-3.0	2.1	2.8
CC(=O)c1ccc(OCCCC(=O)Nc2cccc(S(=O)(=O)N(C)C)c2)cc1	-0.6	-4.0	2.2	3.2	4.8	-4.8	-0.1	8.4	-5.2
COC(=O)[C@H]1[C@@H](C)N(Cc2ccccc2)C(=O)N[C@H]1c1ccccc1	4.0	0.2	-1.0	2.8	2.9	-3.8	-1.7	6.3	1.8
Cc1ccc(C)c(OCC(O)CN2CCC(CN3C(=O)c4cccc5cccc(c45)C3=O)CC2)c1 (centres undefined)	4.1	1.2	17.6	-4.2	-3.2	-5.4	-1.8	-35.3	4.4
Clc1cccc(Cl)c1COc1ccncc1	2.5	1.3	8.9	1.4	5.9	-5.1	1.2	-4.5	4.5
COc1cc(Cl)c(C)cc1NC(=O)c1ccc2c(SCC(=O)O)c3c(nc2c1)CCCC3	-3.2	11.9	-16.9	3.2	2.9	1.2	-14.2	-18.2	-13.2
Cc1cc(C)cc(NC(=S)NCCc2c[nH]c3ccccc23)c1	-0.3	6.9	7.9	3.8	4.8	3.5	-0.9	3.9	-7.4
COc1cc(NC(=O)C(=O)Nc2ccc3nc4n(c(=O)c3c2)CCCCC4)cc(OC)c1OC	-0.9	1.3	3.8	-1.0	7.0	-4.3	1.0	-0.6	11.2
CC(=O)N/C(=C\c1ccc(Br)s1)C(=O)O	0.5	-1.5	-0.3	7.7	-2.5	6.8	1.7	-3.7	-0.4
CN(C)S(=O)(=O)c1ccc(C(=O)N2CCC(c3nc4ccccc4o3)CC2)cc1	6.1	2.4	6.3	4.8	1.6	13.7	2.2	-3.9	2.2
O=C(C1CC1)N1CCc2cc(Br)cc(S(=O)(=O)NCc3ccco3)c21	-3.0	2.8	7.2	5.7	-2.7	-3.3	4.9	-0.6	-11.8
O=C(O)/C(=C\c1ccco1)NC(=O)c1ccco1	-0.1	9.3	-2.4	0.9	5.4	-3.1	-2.1	3.9	0.1
Cc1c(OCC(=O)NCCCN2CCOCC2)ccc2c1oc(=O)c1ccccc12	7.0	2.3	10.0	2.9	11.7	-1.0	3.6	27.7	-4.1
O=C(CN1CCC(n2nnc3cc(F)ccc32)CC1)NC1CCCCC1	-6.2	1.4	-0.5	-1.4	8.4	-5.7	-1.3	28.9	-0.4
O=c1nc(Nc2ccccc2)sc2ccc([N+](=O)[O-])cc12	1.6	-2.3	7.1	0.4	-0.6	0.5	1.8	15.4	-3.3
O=C(N/C(=C/c1cccs1)C(=O)N1CCCC1)c1ccccc1	-1.5	-3.2	2.5	1.7	8.4	-7.8	5.3	11.2	2.5
CCc1cc(=O)oc2c(C)c(OCC(=O)N3CC[C@@]4(O)CCCC[C@H]4C3)ccc12	-0.9	-0.8	21.6	5.4	10.7	-2.6	5.2	-1.2	2.7
O=C(NCCCN1CCOCC1)C1CCN(S(=O)(=O)c2cccc(C(F)(F)F)c2)CC1	3.4	-4.0	1.4	-1.4	2.4	-0.7	0.3	12.4	·
Cc1ccccc1-c1cccc(CN2CCN(C)C(CCO)C2)c1 (centres undefined)	0.4	2.1	-2.8	3.6	4.3	-5.1	-3.3	-0.4	-0.3
CCOC(=O)c1nnn(-c2ccc(OC)cc2)c1N	-6.7	6.5	7.7	-1.0	6.5	-0.4	2.1	6.8	1.4
COc1ccc(CCNC(=O)CSc2ccc3ccccc3c2)cc1OC	-7.8	17.2	1.7	-0.8	11.9	2.2	1.3	1.1	-4.1
c1cc(OCCCN2CCCCC2)ccc1CN1CCCCC1	-2.1	0.0	-1.0	2.3	7.3	-0.4	-3.6	6.7	-6.5
N#Cc1c(N)c(C#N)c(-c2ccc(O)cc2)c2c1CCCC2	-3.5	12.3	-14.4	10.8	0.7	-3.5	-1.5	2.1	-19.7
CCCS(=O)(=O)NCCc1cc2c(C)ccc(C)c2[nH]c1=O	1.2	-0.6	-4.3	-1.0	-5.1	6.8	-1.3	5.8	9.7
O=C(Nc1ccccc1)C1CC(=O)n2ncnc2N1 (centres undefined)	1.9	4.6	-2.8	2.6	6.2	0.0	0.7	3.2	3.5
CN1CCN(CCn2c(=S)[nH]c3ccccc3c2=O)CC1	2.8	2.1	3.9	-3.3	7.9	-6.3	4.4	2.8	1.7
C/C(NC1CCCC1)=C(/C#N)C(N)=O	-1.9	0.1	7.0	8.0	3.0	3.0	5.1	4.8	-0.7
CN1CCN(c2ncnc3c2[nH]c2ccc(F)cc23)CC1	-2.1	4.7	5.3	0.4	6.8	-5.9	3.9	7.0	-2.8
Cc1ccc(-c2ccc(S(=O)(=O)Nc3cccnc3)cc2)cc1	-5.8	1.4	-3.6	-1.8	1.5	-4.9	-5.0	4.8	1.1
CCc1ccc2[nH]c(=O)c(C(c3nnnn3Cc3ccc(OC)cc3)N3CCOCC3)cc2c1 (centres undefined)	1.2	2.1	2.1	6.5	-1.7	-7.7	-1.9	6.8	1.4
Cc1cccc(Nc2nc(-c3sc(C)nc3C)cs2)c1	-2.8	17.5	5.6	0.4	4.2	3.3	5.7	15.8	-0.6
CCOC(=O)C(NCc1ccc(OC)cc1)(NC(C)=O)C(F)(F)F (centres undefined)	-1.3	-0.9	-7.3	4.8	-5.9	6.9	-4.6	0.0	4.8
Nc1c(Cl)ncnc1NCCO	-1.0	-3.1	-0.6	1.9	-5.0	-7.0	-5.4	-1.6	7.3
COc1ccc(-c2nc(-c3ccc(Br)cc3)no2)c(OC)c1	-1.1	-6.7	-11.9	1.8	-1.2	-7.1	-9.4	8.2	3.0
CCOC(=O)c1ccc(NC(=O)CN(c2ccc(C)cc2)S(=O)(=O)c2c(C)nn(C)c2C)cc1	-4.2	1.5	-13.7	0.1	-3.7	6.9	-6.3	1.2	-4.7

Source: PubChem
